# mHTT-CaM PPI inh – inhibitors of human mutant huntingtin-calmodulin interaction; actives 3.6% (n = 190,000); inhibition, % at 15 µM; AlphaScreen His-mHTT/GST-CaM binding, luminescence; P42858;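 also: 0% = both proteins with DMSO and 100% = one protein alone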
# Target sequence (P42858 whole entry, looked up, stated change not applied): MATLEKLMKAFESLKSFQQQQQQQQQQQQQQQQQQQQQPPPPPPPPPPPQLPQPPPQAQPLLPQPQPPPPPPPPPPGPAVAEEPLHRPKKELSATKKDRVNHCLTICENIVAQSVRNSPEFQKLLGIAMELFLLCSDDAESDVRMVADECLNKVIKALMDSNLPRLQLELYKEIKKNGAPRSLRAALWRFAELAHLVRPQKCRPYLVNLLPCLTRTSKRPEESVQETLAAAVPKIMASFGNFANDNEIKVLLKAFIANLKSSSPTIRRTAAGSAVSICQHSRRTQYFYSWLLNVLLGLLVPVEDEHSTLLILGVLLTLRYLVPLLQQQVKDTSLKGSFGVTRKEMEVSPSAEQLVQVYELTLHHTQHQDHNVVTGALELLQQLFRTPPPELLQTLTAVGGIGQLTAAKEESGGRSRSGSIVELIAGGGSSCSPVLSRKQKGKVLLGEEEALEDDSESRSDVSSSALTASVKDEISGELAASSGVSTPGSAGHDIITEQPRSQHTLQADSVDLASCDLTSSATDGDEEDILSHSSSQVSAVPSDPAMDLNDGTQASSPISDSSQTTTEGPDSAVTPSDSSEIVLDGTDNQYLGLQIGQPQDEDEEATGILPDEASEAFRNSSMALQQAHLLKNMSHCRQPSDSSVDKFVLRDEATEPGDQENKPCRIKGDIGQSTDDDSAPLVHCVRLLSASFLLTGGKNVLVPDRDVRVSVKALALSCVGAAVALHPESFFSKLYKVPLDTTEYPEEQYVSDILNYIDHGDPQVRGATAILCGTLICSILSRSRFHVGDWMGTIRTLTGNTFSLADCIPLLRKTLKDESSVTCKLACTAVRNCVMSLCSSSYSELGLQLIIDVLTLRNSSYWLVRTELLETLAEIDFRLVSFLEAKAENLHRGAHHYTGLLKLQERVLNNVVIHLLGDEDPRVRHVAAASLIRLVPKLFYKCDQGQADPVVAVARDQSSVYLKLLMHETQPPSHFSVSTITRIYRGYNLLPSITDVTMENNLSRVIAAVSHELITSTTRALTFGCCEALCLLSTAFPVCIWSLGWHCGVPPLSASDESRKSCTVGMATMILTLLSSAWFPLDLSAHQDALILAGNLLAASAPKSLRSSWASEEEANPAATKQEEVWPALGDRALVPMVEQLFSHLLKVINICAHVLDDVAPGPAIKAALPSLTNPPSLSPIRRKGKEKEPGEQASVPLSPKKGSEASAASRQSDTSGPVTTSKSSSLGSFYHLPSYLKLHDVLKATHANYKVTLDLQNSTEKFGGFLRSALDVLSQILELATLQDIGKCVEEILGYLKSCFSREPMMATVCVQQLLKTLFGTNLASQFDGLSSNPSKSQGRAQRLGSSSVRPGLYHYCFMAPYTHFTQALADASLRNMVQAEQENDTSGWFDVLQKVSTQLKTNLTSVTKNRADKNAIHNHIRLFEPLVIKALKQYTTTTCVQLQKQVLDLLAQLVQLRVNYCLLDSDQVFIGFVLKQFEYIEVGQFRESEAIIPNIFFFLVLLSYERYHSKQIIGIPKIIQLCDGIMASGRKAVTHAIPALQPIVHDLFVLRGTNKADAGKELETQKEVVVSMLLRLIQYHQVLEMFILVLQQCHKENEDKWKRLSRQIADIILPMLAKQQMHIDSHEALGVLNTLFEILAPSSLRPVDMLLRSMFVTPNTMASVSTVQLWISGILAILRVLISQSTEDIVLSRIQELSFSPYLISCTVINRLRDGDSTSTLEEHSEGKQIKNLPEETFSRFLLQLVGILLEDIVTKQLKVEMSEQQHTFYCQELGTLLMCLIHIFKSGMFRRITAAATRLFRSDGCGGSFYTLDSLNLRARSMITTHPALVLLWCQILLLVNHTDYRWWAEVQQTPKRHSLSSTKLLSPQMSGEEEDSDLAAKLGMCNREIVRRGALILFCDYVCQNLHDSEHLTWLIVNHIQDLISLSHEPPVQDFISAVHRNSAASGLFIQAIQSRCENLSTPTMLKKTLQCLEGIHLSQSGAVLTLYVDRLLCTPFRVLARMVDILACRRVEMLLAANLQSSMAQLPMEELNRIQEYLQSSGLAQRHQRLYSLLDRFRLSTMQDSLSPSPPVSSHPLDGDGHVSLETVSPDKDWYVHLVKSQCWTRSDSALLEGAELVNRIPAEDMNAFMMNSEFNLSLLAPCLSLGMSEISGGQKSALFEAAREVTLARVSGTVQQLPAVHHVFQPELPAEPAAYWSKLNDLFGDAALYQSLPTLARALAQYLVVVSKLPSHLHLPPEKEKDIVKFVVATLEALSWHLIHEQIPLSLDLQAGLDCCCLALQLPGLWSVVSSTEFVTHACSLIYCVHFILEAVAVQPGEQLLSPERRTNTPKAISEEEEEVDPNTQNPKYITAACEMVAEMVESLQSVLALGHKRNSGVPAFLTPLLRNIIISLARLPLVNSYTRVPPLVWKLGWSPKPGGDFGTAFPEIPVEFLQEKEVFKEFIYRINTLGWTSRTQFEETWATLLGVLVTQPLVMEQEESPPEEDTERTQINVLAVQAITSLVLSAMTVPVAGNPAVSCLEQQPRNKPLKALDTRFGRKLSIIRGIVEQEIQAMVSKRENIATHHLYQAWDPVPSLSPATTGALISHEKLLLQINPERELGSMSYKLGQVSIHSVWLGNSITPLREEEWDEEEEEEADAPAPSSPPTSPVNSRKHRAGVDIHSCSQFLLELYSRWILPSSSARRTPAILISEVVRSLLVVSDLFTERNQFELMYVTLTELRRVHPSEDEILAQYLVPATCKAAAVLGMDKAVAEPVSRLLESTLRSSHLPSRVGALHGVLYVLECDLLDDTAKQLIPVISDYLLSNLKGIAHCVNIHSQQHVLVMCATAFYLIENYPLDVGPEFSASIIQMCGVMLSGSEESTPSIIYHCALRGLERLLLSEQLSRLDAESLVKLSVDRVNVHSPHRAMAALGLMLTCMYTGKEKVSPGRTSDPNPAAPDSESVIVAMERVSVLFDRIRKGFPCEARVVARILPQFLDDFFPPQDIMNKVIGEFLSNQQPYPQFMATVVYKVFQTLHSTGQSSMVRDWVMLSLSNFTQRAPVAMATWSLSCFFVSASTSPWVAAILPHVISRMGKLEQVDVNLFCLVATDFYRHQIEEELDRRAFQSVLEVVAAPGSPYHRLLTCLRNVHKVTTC
# Pf apPOL block – Pf-apPOL DNA polymerase inhibition; AID 1794808; Recombinant Pf-apPOL, molecular beacon fluorescence, 1.5 h; inhibition, % at 10 µM; actives 0.25% (n = 210,000)
# Numbers without * were called inactive; . = not tested or not shown; & = joins results of further samples. Rule as the data show it: active = inhibition above about 50%; inactive = the rest. Compounds were not picked by outcome. Share with any hit: about 3.6%.
# Values run as follows: mHTT-CaM PPI inh	Pf apPOL block
- COc1ccc(CN2CC[C@H]3C=CC[C@@H](C(=O)Nc4ccc(Cl)c(C(F)(F)F)c4)[C@H]3C2=O)cc1OC
 : 56*	-7
- CC(C)Cn1c(=O)c(N2CCN(C(=O)NC3CCCCC3)CC2)nc2ccncc21
 : 5	1
- Cc1cccc(Cl)c1OCCCCN1CCCC1
 : -2	3
- CC(C)(C)c1ccc(C(=O)Nc2c3c(nn2-c2cccc(Cl)c2)CS(=O)C3)cc1 (stereo not drawn)
 : 23	-4
- CC(=O)C(N=Nc1ccccc1C)=C(C)O
 : .	-6
- O=C(Cc1cccc(C(F)(F)F)c1)N1CCCN(c2nnc3ccccn23)CC1
 : 4	0
- NC(=O)C1CCN(C(=O)C2CC(c3c(F)cccc3Cl)=NO2)CC1 (stereo not drawn)
 : -3	-3
- CCCOc1ccc(/C=c2\sc3nc(=O)c(Cc4ccccc4)nn3c2=O)cc1OCC
 : -3	-2
- Cc1ccccc1C1CCCN1C(=O)CCc1ccccc1 (stereo not drawn)
 : 31	-2
- O=C(NCc1ccccc1)c1c(Cl)nsc1Cl
 : 1	4
- Cc1c(Br)c([N+](=O)[O-])nn1CC(=O)N1CCCCC1C (stereo not drawn)
 : -1	-3
- N#Cc1c(N)nc(SCC(=O)c2ccc([N+](=O)[O-])cc2)c(C#N)c1-c1ccccc1
 : 15	-1
- O=C(NC1CCCC1)C1CCc2sc(C(=O)N3CCCCCC3)cc2C1 (stereo not drawn)
 : -4	1
- Cc1ccc(NC(=O)c2cncc(Br)c2)c([N+](=O)[O-])c1
 : 2	0
- CN(CCc1ccccn1)Cc1cccc([N+](=O)[O-])c1
 : -4	-10
- CCOc1ccccc1C(=O)N1CCn2cnnc2C1
 : -10	-2
- Cc1c(N2C(=O)c3ccc(Br)cc3C2=O)c(=O)n(-c2ccccc2)n1C
 : 5&2	-6&-1&2
- Cc1ccccc1-n1c(SCC(=O)Nc2ccc(Cl)cc2)nc(O)cc1=O
 : 35	-3
- CC(=O)Nc1ccc(S(=O)(=O)N2CCN(c3ccc([N+](=O)[O-])c(NC4CC4)c3)CC2)cc1
 : 24	-12
- Cc1c(C(C)(C)C)sc(=NS(=O)(=O)c2cccc([N+](=O)[O-])c2)n1C
 : 29	-4
- CC1CCCCC1NC(=O)CSc1nnc(COc2ccc(Cl)cc2)o1 (stereo not drawn)
 : -2	5
- O=C(NCCN1CCOCC1)C1CN(C(=O)c2ccccc2)CC12CCCCC2 (stereo not drawn)
 : 4	-4
- O=C(COc1ccccc1)Nc1cc([N+](=O)[O-])ccc1O
 : -1	12
- CSc1nc2cc(Cl)c(Cl)cc2[nH]1
 : .	-6
- CCC1=NN(C(=O)c2ccc(Cl)cc2)C(O)(C(F)(F)F)C1 (stereo not drawn)
 : 8	94*
- COc1ccc(S(=O)(=O)Nc2ccc3c(c2)OCCO3)cc1
 : -9	0
- COc1ncc(C(=O)N2CCCC2)cn1
 : -6	-2
- COc1ccc(CNC(=O)C2CC(=O)N(CCc3c[nH]c4ccc(F)cc34)C2)cc1 (stereo not drawn)
 : 18	-4
- NC(=NOC(=O)c1ccc(Cl)cc1)c1ccc(S(=O)(=O)N2CCOCC2)cc1
 : .	-22
- COCCCNc1nc2c(c(=O)n(Cc3cccc(Br)c3)c(=O)n2C)n1C
 : 3	3
- O=C1NC(c2ccccc2F)Nc2sc3c(c21)CCCC3 (stereo not drawn)
 : 0	-2
- Cc1ccc(C)c(N2C(=O)CCC2(C)C(=O)NC2CCCC2)c1 (stereo not drawn)
 : -9	1
- COCCc1nc(C2CCCN(Cc3ccccn3)C2)n[nH]1 (stereo not drawn)
 : 89*	-22
- CCCCCCN1C[C@H](n2cc(-c3ccc(F)cc3)nn2)[C@@H](O)C[C@@H]1c1ccc(OC)cc1
 : 67*	1
- CCOC(=O)C(C#N)=CNc1cc(OC)cc2cccnc12
 : .	5
- O=C1CSC(c2cccc(Cl)c2Cl)N1c1ccc(O)cc1 (stereo not drawn)
 : 8	-4
- CCN1CCN(c2nc(C3CC3)nc3sc4c(c23)CCCC4)CC1
 : 2	3
- CSc1ccc(C=Nc2ccc3cc4ccc(N=Cc5ccc(SC)cc5)cc4nc3c2)cc1
 : 12	.
- COc1ccccc1CN(C)C1CCN(C)CC1
 : -7	-5
- Cn1c(=O)nc2n(-c3cccc(C(F)(F)F)c3)c3ccccc3cc-2c1=O
 : -12	1
- O=C(Cn1c(=O)oc2ccccc21)Nc1ccc2cn[nH]c2c1
 : 5	3
- COc1ccc(C(=O)N2CCC3(C2)NCc2ccccc2NC3=NC(C)(C)C)cc1OC (stereo not drawn)
 : 24	-2
- O=[N+]([O-])c1ccccc1S(=O)(=O)N1CCN(Cc2ccccn2)CC1
 : 0	-15
- Cc1cc(O)c(CN2CCCC2)c2c1C(=O)C(=Cc1cccnc1)O2
 : -4	-10
- COc1ccc(Cn2cc(CN3CC(N4CCCC4)CS3(=O)=O)nn2)cc1 (stereo not drawn)
 : -5	-6
- O=C(CN1CCCCC1c1nc(-c2ccc(F)cc2)no1)NCc1ccc(F)cc1 (stereo not drawn)
 : 41	-7
- O=[N+]([O-])c1ccc(C2SCCN2S(=O)(=O)c2ccc(Cl)cc2)cc1 (stereo not drawn)
 : 0	2
- CCOc1ccc(C(=O)Nc2ccc(NC(=O)c3ccco3)cc2)cc1Cl
 : -10	5
- CN1CCC(N(C)C(=O)c2cc3c(-c4ccccc4)nn(-c4ccccc4)c3s2)CC1
 : 100*	-1
- COc1ccc(NC(=O)C(c2ccccc2)n2cccc2)cc1Cl (stereo not drawn)
 : 50	-3
- Cc1ccc(-c2nocc2CCC(=O)NCC2CCCO2)cc1 (stereo not drawn)
 : -7	-1
- Cc1ccc(N(Cc2ccc(C(=O)NC3CC4CCC3C4)cc2)S(C)(=O)=O)cc1C (stereo not drawn)
 : -4	-4
- Cc1nnc2n1N=C(c1ccc([N+](=O)[O-])cc1)CS2
 : -1	-4
- COc1ccccc1NC(=O)c1c(F)cccc1Cl
 : -3	3
- CCC1=NN2C(=N)/C(=C/c3ccc(-c4ccc([N+](=O)[O-])cc4OC)o3)C(=O)N=C2S1
 : 17	-2
- COc1ccc(OC)c(S(=O)(=O)Nc2cc(C)on2)c1
 : 1	-7
- Cc1ccsc1/C=C1\SC(N2CCCC2)=NC1=O
 : 11	-3
- Cc1nnsc1C(=O)NCC1(c2ccc(F)cc2)CC1
 : -16	-6
- O=[N+]([O-])c1ccccc1S(=O)(=O)Nc1ccc2c(c1)OCCO2
 : 4	-5
- Cc1ccc(N2CCN(C(=O)c3cccc(Br)c3)C(C)C2=O)cc1C (stereo not drawn)
 : 0	0

# Fetched by compound from above, 2 records:
# Values run as follows: mHTT-CaM PPI inh	Pf apPOL block
- COc1ccc(OC)c(S(=O)(=O)Nc2cc(C)on2)c1
 : 1	-7
- Cc1ccsc1/C=C1\SC(N2CCCC2)=NC1=O
 : 11	-3

# Going on with the list:
# Values run as follows: mHTT-CaM PPI inh	Pf apPOL block
- O=C(O)CC1(c2ccccc2)C(=O)c2ccccc2C1=O
 : 2	6
- CCc1nc2c(NC(=O)c3ccc(C)cc3)cccn2n1
 : -9	1
- CCOc1cc(C(=O)Nc2ccc(N3CCCC3)cc2)cc(OCC)c1OCC
 : 79*	-8
- CN(CCCc1ccccc1)CCc1ccccn1
 : -8	6
- O=C(O)c1cccc(NC(=O)c2ccc(-c3ccccc3)cc2)c1
 : 7	-1
- COc1ccccc1C=C1Oc2cc(O)ccc2C1=O
 : 2	-7
- CC(=O)C(C=Nc1ccc(Br)cc1)=C(C)O
 : .	-9
- CCCN1C(=O)Cc2ccccc2C1C(=O)NCC1CCCCC1 (stereo not drawn)
 : 9	-4
- CC(=O)Nc1cc(C(=O)N2CCC3(CC2)OCCO3)ccc1Nc1cccc(Cl)c1
 : 23	-1
- CCC(=O)NCCc1csc(C2CCCN(C(=O)c3ccc(Cl)cc3)C2)n1 (stereo not drawn)
 : -2	-3
- Cc1ccc(C(C)C)c(OCC(=O)NCCc2nc3ccccc3[nH]2)c1
 : 15	0
- Cc1ccc(S(=O)(=O)N2CCc3nc(NC(=O)c4cccs4)sc3C2)cc1
 : 4	-4
- O=C(CSc1nc(-c2ccccc2)cc(=O)[nH]1)NC1CCCCC1
 : 3	0
- O=C(NC1CC1)c1ccc2nc3[nH]c4ccccc4c3nc2c1
 : -2	-11
- O=C(O)C1CCCN1S(=O)(=O)c1ccc([N+](=O)[O-])cc1 (stereo not drawn)
 : -8	4
- COc1cccc2cc(C(=O)NC(C)(C)C(C)(C)C)c(=O)oc12
 : -13	-8
- O=[N+]([O-])c1cc(Oc2ccc(F)c(Cl)c2)cc(-n2cnnn2)c1
 : 14	.
- Cc1[nH]c(=O)[nH]c(=O)c1S(=O)(=O)NC1CCCCC1C (stereo not drawn)
 : -2	-4
- Cc1ccc(OCC(=O)NCc2ccccn2)c(Br)c1
 : 4	-2
- O=C(NCCC1CCCCN1S(=O)(=O)c1cccs1)c1ccsc1 (stereo not drawn)
 : -4	-7
- CCc1onc(C)c1C1CCCN1Cc1ccc(SC)cc1 (stereo not drawn)
 : -29	-2
- CCOc1ccc(CC(=O)N2CCCC2c2nc(-c3cccc(C)c3)no2)cc1 (stereo not drawn)
 : 0	-5
- Cn1c(SCC(=O)Nc2nccs2)nnc1C(O)c1ccccc1 (stereo not drawn)
 : -1	-3
- O=C(Nc1cnc(-c2ccc(Cl)cc2)nc1)c1cncc(Br)c1
 : 12	1
- Cc1ccc(CNC(=O)c2ccc3c(c2)nc2n3CCN(C(C)C)C2=O)cc1C
 : -8	3
- CNC(=O)Cc1ccc(NC(=O)Nc2cccs2)cc1
 : 6	9
- Cc1cc(SCC(=O)Nc2ccc(Cl)cc2)nc2ccccc12
 : -5	-2
- O=C1OC(c2ccccc2Cl)=N/C1=C\c1c(F)cccc1Cl
 : -5	-5
- CCOC(=O)N1CCC(NC(=O)c2csc(-c3cc4ccccc4[nH]3)n2)CC1
 : 20	-2
- CC(C(=O)NCc1cccc(F)c1)N1C(=O)CCCc2ccccc21 (stereo not drawn)
 : -2	-2

# Complete entries, quoted from the list. Screens in order: mHTT-CaM PPI inh, Pf apPOL block
# Cc1ccc(CNC(=O)c2ccc3c(c2)nc2n3CCN(C(C)C)C2=O)cc1C as listed: -8, 3
# COc1cccc2cc(C(=O)NC(C)(C)C(C)(C)C)c(=O)oc12 as listed: -13, -8
# O=C(Nc1cnc(-c2ccc(Cl)cc2)nc1)c1cncc(Br)c1 as listed: 12, 1
# O=[N+]([O-])c1cc(Oc2ccc(F)c(Cl)c2)cc(-n2cnnn2)c1 as listed: 14, .
# CCOc1ccc(CC(=O)N2CCCC2c2nc(-c3cccc(C)c3)no2)cc1 (stereo not drawn) as listed: 0, -5

# Continuation:
# Values run as follows: mHTT-CaM PPI inh	Pf apPOL block
- COc1ccc(S(=O)(=O)N2CCC(C(=O)NCCC3=CCCCC3)CC2)cc1
 : 5	-7
- C=CCN1C(=O)c2ccccc2C1C(=O)NCc1cccnc1 (stereo not drawn)
 : -2	1
- Cc1cccc(NC(=O)C2(c3ccccc3)CC2(Cl)Cl)c1C (stereo not drawn)
 : 0	-6
- O=[N+]([O-])c1ccc(OCCO)c(OCCO)c1
 : -1	17
- O=C(c1ccsc1)N1CCC2(CC1)NC(=O)N(Cc1ccc(Cl)cc1)C2=O
 : 15	-3
- O=C(NC=Cc1ccco1)Nc1cccc(Cl)c1
 : .	16
- COc1cc(NCCCCN2C(=O)c3ccccc3C2=O)c2nccc(C)c2c1
 : 4	-2
- O=C(NCCCc1ccccc1)c1ccccc1
 : -4	-3
- CSc1ccc(C=Nc2c(-c3ccco3)nc3ccccn23)cc1
 : 80*	-9
- Nc1ccccc1-c1nnc(SCc2ccccc2)[nH]c1=O
 : 2	4
- Cc1ccc(-n2cc(-c3ccc4c(c3)OCO4)[nH]c2=O)cc1
 : 70*	1
- Cc1ccc2c(c1)NC1(CCN(C(=O)c3cccc(F)c3)CC1)c1cccn1-2
 : 62*	1
- N#CC1=C(S)NC(O)(c2ccccc2)C([n+]2ccc3ccccc3c2)C1c1cccc(F)c1 (stereo not drawn)
 : 69*	-6
- Clc1ccc(-c2cncn2N2CCCCC2)cc1
 : .	-8
- COc1ccc(CCC(=O)Nc2sc3c(c2C(N)=O)CCCCCC3)cc1
 : -3	-4
- Cc1c(Cl)cccc1NC(=O)N1CCc2c(c(COCc3ccccc3)nn2C)C1
 : 24	0
- Cc1ccccc1CNC(=O)CCc1conc1-c1ccccc1
 : -9	1
- Cc1cccc(-n2nc3c(c2NC(=O)c2ccc([N+](=O)[O-])cc2)CS(=O)(=O)C3)c1C
 : 7	0
- Cc1ccc(N=Cc2ccc3c(c2)OCO3)c(Br)c1
 : 3	-1
- O=C(NCCc1nc2ccccc2[nH]1)c1c(F)cccc1F
 : -3	2
- Cc1ncc2c(n1)CCN(S(=O)(=O)c1ccc(F)c(C)c1)C2
 : -2	0
- Cc1ccc(S(=O)(=O)N(C)CC(=O)Nc2cc(Cl)c(Cl)cc2Cl)cc1
 : -14	14
- Cc1cc(OCC(=O)N2N=C(c3ccccc3)CC2(O)C(F)(F)F)ccc1Cl (stereo not drawn)
 : 100*	-12
- COc1ccc(NC(=O)C2CC(=O)N(Cc3ccccc3F)C2)cc1 (stereo not drawn)
 : -8	3
- COc1cccc(NC(=O)N2CCCC2c2cc(C)no2)c1 (stereo not drawn)
 : -4	6
- CCOc1ccccc1NC(=O)CSc1nc2ccc(N)cc2s1
 : 19	-8
- COc1cc2c(C(=O)N3CCOCC3)cn(C)c(=O)c2cc1OC
 : 0	6
- COC(=O)C1=C(C)NC2=C(C(=O)CC(C)(C)C2)C1c1ccc(OC)c(O)c1 (stereo not drawn)
 : .	-7
- Cc1c(C(=O)NC2CCC(C)CC2)oc2c1-c1[nH]ncc1CC2 (stereo not drawn)
 : 7	-4
- Cn1cc2cc([N+](=O)[O-])ccc2n1
 : .	-3
- Cn1c(/C=C/c2ccc(Cl)cc2)nc2ccccc21
 : -19	0
- O=S(=O)(NCC1CCN(Cc2ccccc2)CC1)C1CC1
 : -9	-2
- O=C(c1cc2c(s1)CCC(C(=O)N1CCCCC1)C2)N1CCCCCC1 (stereo not drawn)
 : 1	-1
- C=CCOc1ccc(Oc2nc(N(C)C)nc(N(C)C)n2)nn1
 : -3	-3
- COc1cc(CN2CCSCC2)ccc1O
 : -5	-10
- O=C1CCC[C@H]2C[C@H](NCc3ccc(Br)cc3)CC[C@]23CCCN13
 : 5	1
